# Screening results (PubChem)
# phage Ecoli inh: growth loss of phage-infected E. coli, primary screen, RecBCD inhibitor project, absorbance, with phage, HTS. 360,000 tested, 0.26% active. inhibition, % at 11.9 µM; in the data active means inhibition above about 11%
# Wnt bcat act: Wnt/beta-catenin pathway activators, primary screen, cell-based, plate reader, single point. AID 743398, 2014. 300,000 tested, 1.2% active. Wnt/beta-catenin reporter cell assay, activator. activation, % at 9.35 µM; in the data active means activation above about 30%, passing the limit was not always enough; inconclusive means no clear call, values can overlap the other calls;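 further: 0% = neutral control wells and 100% = positive control wells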
# AddAB inh: growth inhibition of E. coli expressing H. pylori AddAB, primary screen, AddAB inhibitor project, absorbance. inhibition, % at 11.9 µM. 330,000 tested, 0.29% active; in the data active means inhibition above about 12%;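 further: 0% = vehicle wells of infected cells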
# Ecoli viability: E. coli V3065 growth inhibition, primary screen, counter-screen for AddAB inhibitor project, absorbance, OD600; 18 h; inhibition, % at 11.9 µM; 330,000 tested, 0.27% active; AID 449728, 2010;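 active means inhibition above the campaign's mean inhibition across all tested compounds plus 3 SD, cut at about 9.9% in these data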;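 further: uninfected addAB+ strain grown without phage in ampicillin broth; 0% = DMSO wells and 100% = ciprofloxacin 0.95 µg/ml wells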
# PfHsp90 set2: growth inhibition of PfHsp90-expressing yeast, primary screen, antimalarial PfHsp90 inhibitor project, S. cerevisiae, BacTiter-Glo luminescence, single point, set 2; 310,000 tested, 0.32% active; inhibition, % at 9.4 µM; AID 504621, 2011; BacTiter-Glo ATP, 48 h; yeast lacking PDR1 and PDR3 efflux regulators;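 active means every replicate shows inhibition above about 80%, whatever the replicate mean, limit read from the data; inconclusive means mean inhibition reaches the set limit but some replicate falls short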;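 further: 0% = DMSO neutral controls and 100% = 20 µM radicicol positive controls; yeast relying on Plasmodium falciparum Hsp90 in place of its own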
# PvdQ inh: P. aeruginosa PvdQ acylase inhibitors, primary screen, biochemical, fluorescence, plate reader and imaging, single point | PvdQ acylase [Pseudomonas aeruginosa LESB58] | purified PvdQ acylase | inhibition, % at 10 µM | 340,000 tested, 0.063% active; in the data active means inhibition above about 30%, passing the limit was not always enough; inconclusive means no clear call, values can overlap the other calls;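 further: 0% = vehicle neutral wells and 100% = reference inhibitor wells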
# CAL PDZ FP: CAL PDZ peptide-binding inhibitors, primary screen, biochemical, fluorescence polarization, Cer-tagged CAL PDZ, HTS. Golgi-associated PDZ and coiled-coil motif-containing protein (Homo sapiens), Q9HD26. purified CAL PDZ, TMR-peptide fluorescence polarization, 1 h. inhibition, % at 20 µM. 330,000 tested, 0.02% active;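 active means highest replicate inhibition of at least 40%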;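 further: plate controls were DMSO neutral control wells for no effect and unlabeled competitor peptide control wells for full effect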
#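 Material: tagged CAL PDZ protein CerCALP, purified; buffer or medium: sodium phosphate/NaCl buffer pH 7.4 with TCEP, IgG, Thesit; also added: fluorescent TMR peptide probe; schedule: 1 h incubation at room temperature before polarization reading; technique: fluorescence polarization from S- and P-plane intensities, G-factor corrected; control set: unlabelled peptide and DMSO controls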
# DAGLB inh: DAGLB lipase inhibitors, primary screen, biochemical, fluorescence, HTS; AID 504411, 2011; inhibition, % at 5.17 µM; HEK293T DAGLB membrane lysate, EnzChek fluorogenic substrate; 340,000 tested, 0.059% active; in the data active means inhibition above about 34%;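 further: 0% = enzyme with vehicle and 100% = wells lacking enzyme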
# Target sequence (Q8NCG7 whole entry, looked up): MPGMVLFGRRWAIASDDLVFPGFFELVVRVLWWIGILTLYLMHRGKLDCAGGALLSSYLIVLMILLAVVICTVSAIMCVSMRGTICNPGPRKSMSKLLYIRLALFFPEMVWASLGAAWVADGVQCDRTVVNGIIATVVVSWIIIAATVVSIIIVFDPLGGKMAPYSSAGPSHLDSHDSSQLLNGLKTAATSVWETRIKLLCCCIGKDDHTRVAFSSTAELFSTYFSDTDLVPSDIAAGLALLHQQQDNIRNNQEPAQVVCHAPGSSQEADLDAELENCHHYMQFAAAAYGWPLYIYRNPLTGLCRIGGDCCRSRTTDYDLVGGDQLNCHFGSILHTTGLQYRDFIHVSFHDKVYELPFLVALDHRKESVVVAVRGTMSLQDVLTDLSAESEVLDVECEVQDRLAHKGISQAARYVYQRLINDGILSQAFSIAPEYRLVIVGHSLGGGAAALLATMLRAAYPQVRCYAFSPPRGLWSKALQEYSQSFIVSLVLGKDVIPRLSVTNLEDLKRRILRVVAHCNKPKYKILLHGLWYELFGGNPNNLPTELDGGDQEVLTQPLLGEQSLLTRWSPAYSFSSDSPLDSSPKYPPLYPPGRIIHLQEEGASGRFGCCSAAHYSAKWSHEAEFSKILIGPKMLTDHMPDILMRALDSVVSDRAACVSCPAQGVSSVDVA
# Rtt109 Vps75: inhibitors of C. albicans Rtt109/Vps75 HAT, primary screen, biochemical, ThioGlo CoA-SH fluorescence, plate reader; Histone acetyltransferase RTT109 (Candida albicans (strain SC5314 / ATCC MYA-2876)), …; purified Rtt109/Vps75, 4 h; inhibition, % at 34.9 µM; 330,000 tested, 0.16% active; AID 540336, 2011;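 active means inhibition of at least 50% in every replicate; inconclusive means best replicate reaches 50% inhibition but some replicates fall short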
# Target sequence (Q5AAJ8 whole entry, looked up): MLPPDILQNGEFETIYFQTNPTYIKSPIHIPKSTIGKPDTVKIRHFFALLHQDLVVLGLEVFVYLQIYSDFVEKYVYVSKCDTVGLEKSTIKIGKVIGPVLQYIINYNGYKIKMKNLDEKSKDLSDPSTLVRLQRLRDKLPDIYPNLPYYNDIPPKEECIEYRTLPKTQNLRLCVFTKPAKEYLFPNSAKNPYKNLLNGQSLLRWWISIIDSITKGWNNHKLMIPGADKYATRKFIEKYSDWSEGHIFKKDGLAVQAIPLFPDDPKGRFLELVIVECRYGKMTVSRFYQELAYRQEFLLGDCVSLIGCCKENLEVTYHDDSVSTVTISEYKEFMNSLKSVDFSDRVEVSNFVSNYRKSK
# Tat export inh: E. coli Tat export inhibitors, primary screen, MC4100, TorA-mCherry reporter, fluorescence, single point | inhibition, % at 10 µM | 340,000 tested, 0.036% active | AID 488895, 2010;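 active means mean replicate inhibition at least 50% and at least half of replicates individually reaching 50%; inconclusive means only one of the two criteria met; inactive means neither criterion met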;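 further: exported cargo escapes ClpAP degradation while cytoplasmic cargo is degraded and loses fluorescence; 0% = median of neutral control wells and 100% = median of NaSCN control wells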
# * = called active by the depositor; ? = inconclusive; . = not tested or not shown; & = joins results of further samples.
smiles	phage Ecoli inh	Wnt bcat act	AddAB inh	Ecoli viability	PfHsp90 set2	PvdQ inh	CAL PDZ FP	DAGLB inh	Rtt109 Vps75	Tat export inh
COCC1CCN(C(=O)CCc2nnc(C3(c4ccc(Cl)cc4)CCC3)o2)C1 (stereo not drawn)	-0.7	4	0.6	0.7	-27	-13	-0.8	-2	-3	0
CCOC(=O)C1=C(C)c2ccccc2OC1(C)C(=O)OCC (stereo not drawn)	-0.7	-1	0.6	-0.4	1	-15	-1.1	-7	-4	0
CCOC(=O)c1c(C)[nH]c(C(=O)OCC(=O)c2ccc3c(c2)NC(=O)CO3)c1C	4.9	-3	1.5	-0.5	14	-4	-1.3	0	4	0
N#Cc1cccc(NC(=O)c2cncn2-c2ccccc2)c1	2.8	1	3.1	0.3	-7	-6	-2.9	0	6	-3
O=C(Nn1c(=O)[nH]c2ccccc2c1=O)c1ccco1	3.0	.	1.1	-1.4	-3	-6	2.1	-1	-6	0
CCOc1ccc(C2c3[nH]c4ccccc4c3CCN2C(=O)Cn2cncn2)cc1 (stereo not drawn)	3.0	.	1.7	-1.2	-5	-5	-0.2	0	-5	7
S=C1NC[C@H](c2ccccc2)N1CC1CCCCC1	2.1	-1	-0.4	-1.9	4	-16	-0.5	3	4	5
CN(C)S(=O)(=O)c1ccc(C(=O)N2CC(=O)Nc3ccc(F)cc3C2c2ccc(F)cc2)cc1 (stereo not drawn)	3.2	3	-0.6	-0.9	-24	-12	0.2	-1	0	3
COC(=O)c1cc2c(s1)CS(=O)C2 (stereo not drawn)	1.4	.	0.2	-1.8	0	-6	-2.3	0	-7	1
O=C(CN1C(=O)/C(=C\c2ccco2)SC1=S)Nc1ccc(O)cc1C(=O)O	2.4	-1	1.6	-0.9	-7	-11	-2.7	11	2	-5
Cc1ccnc(OC(C(=O)O)C(OCc2ccccc2)(c2ccccc2)c2ccc(C(F)(F)F)cc2)n1 (stereo not drawn)	-1.3	-1	1.0	-0.4	-16	-10	-1.0	12	1	4
OCC1CCCCN1C(=S)Nc1cccc(Cl)c1 (stereo not drawn)	0.8	-1	1.7	2.8	-46	-4	0.2	1	-9	2
CCOc1ccccc1N1CC(C(=O)N(CC)CC(=O)Nc2ccc3c(c2)OCCO3)CC1=O (stereo not drawn)	2.7	1	0.3	-2.3	11	3	-1.0	0	41	3
CC(C)(C)C(=O)NC1CCN(C(=O)N2CCCC2)CC1	0.5	-3	1.0	-2.9	62	-20	-2.3	0	-1	7
CCOC(=O)N1CCN(C(=O)CN(C2CCCCC2)S(C)(=O)=O)CC1	2.4	0	-0.1	-1.6	0	9	-1.7	1	9	-13
Cc1ccc(Nc2nc3nonc3nc2N(C)C)cc1	-2.1	.	2.1	0.8	-10	-7	-0.2	2	.	-1
O=C(CC(CC(=O)c1ccccc1)C(=O)O)c1ccccc1	1.7	18	0.5	-0.2	-3	3	-1.4	-2	-10	8
CCOC(=O)c1cn(CC2CC2)c2cc(F)c(F)cc2c1=O	4.4	-1	-1.0	0.0	1	-13	0.2	0	-2	0
COC(=O)c1ccc(/C=C/C(=O)OCC(=O)Nc2cc(C)on2)cc1	2.1	-4	-1.4	-1.1	-18	-10	0.2	-1	2	-11
Cc1cc(NC(=O)Cn2c(C)nc3ccccc3c2=O)ccc1Br	13*	-3	20*	19*	10	-8	-3.9	2	-8	4
Cc1cccc(-n2c(Cn3nc(C)c([N+](=O)[O-])c3C)n[nH]c2=S)c1	3.5	.	-0.2	3.0	12	-12	-0.5	-3	-1	3
O=C(CCn1nc(-c2ccc(Cl)cc2)ccc1=O)N1CCN(c2ccc(F)cc2)CC1	1.1	-1	-0.2	-4.1	6	-14	0.5	-1	-6	27
COc1ccc2c(c1)c(CC(=O)OCC(N)=O)c(C)n2C(=O)c1ccc(Cl)cc1	-1.7	-1	-0.3	0.4	-7	-12	0.2	0	6	0
CN(C)CCNc1oc(COc2ccc(Cl)cc2)nc1C#N	1.3	.	-0.6	0.0	-5	6	-2.2	3	-1	2

# By substructure: the compounds so far containing a COOH group
smiles	phage Ecoli inh	Wnt bcat act	AddAB inh	Ecoli viability	PfHsp90 set2	PvdQ inh	CAL PDZ FP	DAGLB inh	Rtt109 Vps75	Tat export inh
O=C(CN1C(=O)/C(=C\c2ccco2)SC1=S)Nc1ccc(O)cc1C(=O)O	2.4	-1	1.6	-0.9	-7	-11	-2.7	11	2	-5
Cc1ccnc(OC(C(=O)O)C(OCc2ccccc2)(c2ccccc2)c2ccc(C(F)(F)F)cc2)n1 (stereo not drawn)	-1.3	-1	1.0	-0.4	-16	-10	-1.0	12	1	4
O=C(CC(CC(=O)c1ccccc1)C(=O)O)c1ccccc1	1.7	18	0.5	-0.2	-3	3	-1.4	-2	-10	8

# Remaining list, next part:
smiles	phage Ecoli inh	Wnt bcat act	AddAB inh	Ecoli viability	PfHsp90 set2	PvdQ inh	CAL PDZ FP	DAGLB inh	Rtt109 Vps75	Tat export inh
CC(C)CC(=O)Nc1ccccc1-c1nnn(CC(=O)N2CCc3ccccc3C2)n1	-0.8	-7	1.6	1.2	5	-13	-0.4	-2	-6	-2
CCc1nnc(NC(=O)c2cc(-c3ccc(C)o3)nc3ccccc23)s1	-0.3	-2	-0.4	-1.6	-52	5	-1.4	2	-6	-3
Cc1cc(N2CCN(C(c3ccccc3)c3ccc(Cl)cc3)CC2)n2ncnc2n1 (stereo not drawn)	3.0	-4	-2.0	-2.1	-18	-5	-0.1	-14	19	3
Cc1csc(NC(=O)c2ccco2)c1C(=O)c1ccccc1	4.7	0	-1.7	-2.2	-16	-12	-2.4	-2	-4	8
CCCc1cc(=O)oc2cc(OCC(=O)N3C[C@H]4C[C@@H](C3)c3cccc(=O)n3C4)c(Cl)cc12	3.5	-2	2.4	0.2	46	-17	-0.2	-3	9	6
CCOC(=O)C1CCN(C(=O)C(C)Sc2ccc(Cl)cc2)CC1 (stereo not drawn)	-3.0	.	3.6	0.0	4	4	.	-8	2	-2
COc1ccc(-c2noc(CCC(=O)N3CCN(c4ccc(Cl)cc4)CC3)n2)cc1	3.1	-2	0.2	-0.2	-1	-13	-0.9	-1	-2	-3
Cc1ccc(N(Cc2ccccc2)C(=O)Cc2ccc(S(=O)(=O)N3CCOCC3)s2)cc1	1.5	3	.	.	9	-5	-1.5	-3	3	0
CCN1CCC[C@H]1CNC(=O)c1c(O)c(Cl)cc(Cl)c1OC	3.2	2	-1.4&-2.5	-2.9&-2.2	-4	-8	-0.4	-1	-2	-5
CCOC(=O)c1c(NC(=O)c2nn(C)cc2[N+](=O)[O-])sc(C)c1C	2.1	-1	1.2	-1.1	-41	-17	-0.6	-2	-14	-1
COc1ccc(NC(=O)Nc2cccc3c2O[C@H](CN(C)C(=O)NC2CCCCC2)[C@@H](C)CN([C@H](C)CO)C3=O)cc1	2.2	4	4.2	2.2	14	-9	-0.8	0	2	-6
CCC(Sc1nc2n[nH]c(C)c2c(=N)n1-c1cccc(Cl)c1C)C(=O)N(CC)CC (stereo not drawn)	0.9	-6	-0.3	-4.2	-8	-10	.	-1	-2	-20

# More compounds:
smiles,phage Ecoli inh,Wnt bcat act,AddAB inh,Ecoli viability,PfHsp90 set2,PvdQ inh,CAL PDZ FP,DAGLB inh,Rtt109 Vps75,Tat export inh
O=C(Cn1c(=O)oc2cc(S(=O)(=O)N3CCCC3)ccc21)N1CCCC1,3.6,0,2.6,-2.8,-1,-8,-0.5,1,-5,22
O=C(COC(=O)C1=COCCO1)Nc1ccccc1Oc1ccccc1,0.6,.,0.6,1.4,5,-10,-1.7,-1,12,2
CCc1ccc(N/C(=N/c2nc(C)cc(C)n2)NC(C)=O)cc1,4.5,1,1.1,1.4,3,-13,0.1,-5,-3,-4
COc1ccccc1-n1nc(C(=O)Nc2ccc3c(c2)OCO3)c2ccccc2c1=O,1.9,0,2.6,2.1,-1,9,-1.0,-6,-2,?
CCOc1cccc(C=Nc2cc(C)cc(C)c2O)c1O,2.4,2,1.3,3.5,-14,1,-2.1,7,6,-4
CCn1c(=O)c(C(=O)NCc2ccc(OC)cc2)c(O)c2ccccc21,3.4,.,1.7,0.8,7,6,-0.1,0,8,-2
O=C(O)CCC(=O)Nc1ccc2c(c1)Cc1cc(NC(=O)CCC(=O)O)ccc1-2,0.7,-1,1.2,3.2,-35,-11,0.9,0,3,-3
COC(=O)CCC(=O)OC1(C)C(=O)C2=CN(CCCOC(C)C)C(c3ccc(OC)cc3)=CC2=C(Br)C1=O (stereo not drawn),.,.,2.7,-2.4,8,2,-1.0,9,15,-4
O=C(COC(=O)c1ccccc1NCCO)NCc1cccs1,3.2,2,0.3,0.5,.,-11,-0.4,-2,-45,2
CC(CCc1ccccc1)NC(=O)c1ccco1 (stereo not drawn),0.6,-1,1.3,-0.8,0,6,.,-2,-1,3
COC(=O)c1scc(C)c1NC(=O)Nc1ccccc1,-1.0,0,3.8,0.2,1,-9,-0.3,0,1,-3
O=C(CCc1nc(-c2ccccc2)c(-c2ccccc2)o1)OCc1ccc(Br)cc1,3.5,.,0.8,0.9,10,-1,-1.0,-13,33,-5
CCCCOc1ccc(C(C)NC(=O)CCS(=O)(=O)Cc2ccccc2F)cc1 (stereo not drawn),2.1,-2,0.2,-1.0,-26,-7,-0.7,-1,3,2
O=C(COc1ncnc2cc([N+](=O)[O-])ccc12)NCCc1ccc(Cl)cc1,4.1,-1,1.2,1.9,-36,-12,0.2,4,-3,-4
CC(C)C1Nc2ccc(S(N)(=O)=O)cc2C2C=CCC21 (stereo not drawn),2.4,-7,1.9,-1.4,-3,-9,-1.7,2,10,-4

# Part of the list above, with each value named.
Structure: Cc1ccc(Nc2nc3nonc3nc2N(C)C)cc1
  phage Ecoli inh: -2.1
  Wnt bcat act: .
  AddAB inh: 2.1
  Ecoli viability: 0.8
  PfHsp90 set2: -10
  PvdQ inh: -7
  CAL PDZ FP: -0.2
  DAGLB inh: 2
  Rtt109 Vps75: .
  Tat export inh: -1

Structure: O=C(CC(CC(=O)c1ccccc1)C(=O)O)c1ccccc1
  phage Ecoli inh: 1.7
  Wnt bcat act: 18
  AddAB inh: 0.5
  Ecoli viability: -0.2
  PfHsp90 set2: -3
  PvdQ inh: 3
  CAL PDZ FP: -1.4
  DAGLB inh: -2
  Rtt109 Vps75: -10
  Tat export inh: 8
